# EPAC1 antag – antagonists of human EPAC1. Potency, µM (series often up to 115 µM), for inactives: at the highest dose activity change, negative = inhibition, actives largely listed as inhibitors. EPAC1 GEF assay, Rap1b-BODIPY-GDP exchange fluorescence. O95398. AID 720709. 0.14% of 360,000 active;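 also: potency is read from the fitted curve at half-maximal effect; plate controls were vehicle for no effect and positive control for full effect; nearly all actives have a fitted effect of over 50% in size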
# Abeta yeast res – A-beta toxicity reversal in yeast; Potency, µM (top dose mostly 46.1 µM), for the others: at the highest dose growth rescue, hits mostly activators; yeast expressing A-beta42, growth rescue, OD600, 48 h; response scale: 0% DMSO, 100% iron-clioquinol control; 0.063% of 410,000 active; also: potency is read from the fitted curve at half-maximal effect; nearly all actives have a fitted effect of over 55% in size
#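 Yeast growth medium received pinned compounds, then yeast cells expressing toxic A-beta were added; plates incubated at 30 C for 48 hr. Growth read as absorbance at 600 nm, normalized to DMSO and equimolar FeCl3 plus clioquinol controls.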
# PLK1 PBD inh – PLK1 (human) polo-box domain binding inhibition; P53350; Plk1 PBD binding of FITC phosphopeptide, fluorescence polarization; Potency, µM, inactives show max response, negative = inhibition, usual class: inhibitors; 2.8% of 360,000 active; also: potency is read from the fitted curve at half-maximal effect; series mostly up to about 57 µM; % is scaled to controls: 0 for no effect and ±100 for the full control effect; nearly all actives have a fitted effect of over 65% in size
# Target sequence (P53350 whole entry, looked up, the tested form may be a part): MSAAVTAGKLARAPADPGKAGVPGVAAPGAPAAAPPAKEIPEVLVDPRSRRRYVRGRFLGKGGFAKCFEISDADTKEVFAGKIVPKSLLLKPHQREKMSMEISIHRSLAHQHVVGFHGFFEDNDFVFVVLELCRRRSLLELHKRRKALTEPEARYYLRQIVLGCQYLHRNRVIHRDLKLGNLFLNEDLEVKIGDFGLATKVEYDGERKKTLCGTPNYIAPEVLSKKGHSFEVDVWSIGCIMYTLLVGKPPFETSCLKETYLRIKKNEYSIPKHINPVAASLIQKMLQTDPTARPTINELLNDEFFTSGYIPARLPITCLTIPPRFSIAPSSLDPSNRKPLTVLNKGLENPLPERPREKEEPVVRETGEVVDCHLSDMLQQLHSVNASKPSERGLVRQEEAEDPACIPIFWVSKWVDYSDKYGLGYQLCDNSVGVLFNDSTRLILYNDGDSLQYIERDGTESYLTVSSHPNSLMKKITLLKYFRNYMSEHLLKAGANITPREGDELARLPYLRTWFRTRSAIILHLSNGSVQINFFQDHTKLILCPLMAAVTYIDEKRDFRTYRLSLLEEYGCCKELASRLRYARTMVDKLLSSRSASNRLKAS
# IL2 activator – activates IL-2 in a cell-based reporter assay; IL-2 activation reporter assay, cell-based qHTS; stimulated with anti-CD3/CD4/CD28 beads; in transgenic mouse T cells; activation, % (series mostly up to about 46 µM); AID 652025; 0.065% of 360,000 active; in the data active = activation above about 50%; inconclusive = mostly about 30% to 49%; also: 0% is about no effect
#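 Screening format: compound pinned onto unstimulated transgenic mouse T cells, 60 min incubation, then anti-CD3/anti-CD4/anti-CD28 bead stimulation for 18 hours at 37 degrees C, followed by EGFP and DsRed detection.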
# PI5P4Ka inh – PI5P4K alpha (human) kinase inhibition. AID 652105. PI5P4Kalpha enzyme, ADP-Glo luminescence, 60 min; active compounds read low. max response, %. 1.2% of 330,000 active. P48426; active = max response of -50% or lower; inconclusive = between -30% and -50%; inactive = -30% or higher; also: value at the top dose of about 77 µM; % is scaled to controls: 0 for no effect and ±100 for the full control effect
# Target sequence (P48426 whole entry, looked up): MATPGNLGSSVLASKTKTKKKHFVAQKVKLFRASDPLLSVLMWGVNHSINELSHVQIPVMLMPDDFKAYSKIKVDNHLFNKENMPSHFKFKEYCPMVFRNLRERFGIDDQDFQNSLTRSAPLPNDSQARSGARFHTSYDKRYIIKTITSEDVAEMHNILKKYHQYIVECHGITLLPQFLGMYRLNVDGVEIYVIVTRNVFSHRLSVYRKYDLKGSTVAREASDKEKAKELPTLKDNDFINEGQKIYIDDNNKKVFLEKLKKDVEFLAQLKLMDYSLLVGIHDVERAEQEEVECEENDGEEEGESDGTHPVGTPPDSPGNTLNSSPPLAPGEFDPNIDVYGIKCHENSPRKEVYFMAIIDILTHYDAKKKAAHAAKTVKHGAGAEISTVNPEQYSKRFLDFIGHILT
#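 Enzyme plus substrate dispensed, test compounds pinned in, then ATP (5 microM final) added. After 60 min at RT, ADP-Glo reagent 1 for 45 min and reagent 2 for 30 min preceded luminescence imaging.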
# aSyn yeast inh – rescues yeast growth from alpha-synuclein toxicity; AID 652106; 0.14% of 370,000 active; Potency, µM (titrated, usually from 46.1 µM), inactives show at the highest dose growth rescue (activation), usual class: activators; Yeast expressing alpha-synuclein, growth rescue, BacTiter-Glo, 24 h; also: potency is read from the fitted curve at half-maximal effect; % of control where 0% means no effect; nearly all actives have a fitted effect of over 65% in size
#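 Screening used galactose-induced yeast with toxic alpha-synuclein levels, exposed to compound for 24 hr at 30 deg C. Cell growth, read with BacTiter-Glo luminescence, gave the measured signal.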
# EPAC1 agonist – agonists of human EPAC1; O95398; EPAC1 agonist qHTS, biochemical assay; response scale: 100% = response to 6.5 mM cAMP; Potency, µM (titrated, usually from 154 µM), without a hit: at the highest dose activation, actives largely listed as activators; 0.073% of 360,000 active; AID 720707; also: potency is read from the fitted curve at half-maximal effect; nearly all actives have a fitted effect of over 60% in size
#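 Compounds were pinned as a concentration titration into mixtures of EPAC1 (100 nM), BODIPY-GDP-loaded Rap1B (250 nM) and GDP (50 uM). After 5 min at room temperature, fluorescence was followed for 30 min; activity was scaled to 6.5 mM cAMP.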
# FUS yeast rescue – rescues growth of FUS-expressing yeast; 0.24% of 390,000 active; S. cerevisiae FUS-expressing, growth rescue, OD600, 24 h; Potency, µM (highest dose often 76.6 µM), without a hit: at the top dose growth rescue (activation), hits mostly activators; AID 1347120;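 also: potency is read from the fitted curve at half-maximal effect; plate controls were DMSO vehicle for no effect and reference control for full effect; nearly all actives have a fitted effect of over 55% in size; some results filed as inactive show a strong effect at the top dose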
#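 Restored growth of FUS-toxic S. cerevisiae, read as 600 nm absorbance after 24 h at 30C in galactose medium (starting OD 0.005). Controls CP55940 and DMSO.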
# WRN inhibitor – blocks human WRN helicase. Q14191. Potency, µM (top dose mostly 114 µM), for the others: at the highest dose activity change, negative = inhibition, hits mostly inhibitors. WRN helicase unwinding, fluorescent forked duplex, kinetic. 0.46% of 360,000 active. AID 651768; also: potency is read from the fitted curve at half-maximal effect; % is scaled to controls: 0 for no effect and ±100 for the full control effect; nearly all actives have a fitted effect of over 55% in size
#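 WRN at 20 nM final preincubated with compound 15 min at room temperature; reaction started with 100 nM fluorophore/quencher forked duplex oligonucleotide and 2 mM ATP final. Unwinding followed kinetically by red fluorescence (ex 525, em 598 nm).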
# * hit, by the source's call; ? = inconclusive; · = no result given; [ ] = remark or other dose. Unless noted, calls follow the shape of the dose curve; as a rule, active = well fitted curve in the direction sought with a large enough effect; inconclusive = small, poorly fitted or top-dose-only effect, or another doubt; inactive = no such curve, though single readings can be large; an effect the other way counts as inactive or inconclusive.
SMILES,EPAC1 antag,Abeta yeast res,PLK1 PBD inh,IL2 activator,PI5P4Ka inh,aSyn yeast inh,EPAC1 agonist,FUS yeast rescue,WRN inhibitor
CCOc1ccc(-c2ccc(C3=CC(=O)C[C@H](c4ccc(F)cc4)C3)cc2)cc1,-14%,-12%,-4%,1.2,3,8%,2%,-8%,-9%
Cc1ccccc1OCC(=O)Nc1cc(S(=O)(=O)N2CCCCC2)ccc1N1CCN(C)CC1,-23%,-12%,2%,-0.7,27,4%,8%,36%,-17%
O=C(NC1CCCCC1)C(=S)NCCc1ccccc1,?,-4%,24µM*,-1.8,-1,-1%,-1%,-5%,2%[57.1 µM]
CC1CCN(c2nc(-c3ccco3)c3c(c2C#N)CC(C)(C)OC3)CC1,-18%,-5%,?,-2.4,?,4%,-20%,14%,-19%
CCCOc1ccc(N2C(=O)CC(N(CCc3ccc(OC)cc3)C(=O)/C=C/C(=O)O)C2=O)cc1 (configuration not stated),-4%,-5%,-9%,-0.2,10,2%,4%,12%,-4%
Cc1ccc(CN2CC(C(=O)Nc3cccc(C)n3)CC2=O)cc1 (configuration not stated),-8%,-1%,1%,0.2,0,1%,9%,2%,-7%
O=C1CCn2c1c(O)c1ccccc1c2=O,0%,-15%,-17%,2.8,9,-5%,13%,·,-1%
COc1c(Cl)cc(Cl)cc1CNc1ccc(S(N)(=O)=O)cc1,-16%,2%,-7%,0.6,1,6%,7%,9%,-5%
CCOc1cc(/C=C2\SC(N)=NC2=O)ccc1O,-9%,-6%,10%,2.0,?,-1%,1%,6%,-16%
Cc1ccccc1CNC(=O)CCCC(=O)n1nc(C)c2ccccc21,-1%,27%,-8%,-1.6,1,17%,6%,32%,1%
CC(=O)N(c1ccc(N(C(C)=O)S(=O)(=O)c2ccccc2)cc1)S(=O)(=O)c1ccccc1,-8%,-14%,-15%,-4.4,-21,-2%,2%,2%,-4%
O=C(C1CCN(S(=O)(=O)c2ccc(Cl)cc2)CC1)N1CCC1,-5%,-3%,-5%,-1.8,-1,1%,4%,5%,2%
Cn1c(SCC(=O)NCc2ccco2)nnc1C1CC1,-10%,1%,-7%,-0.2,-1,0%,8%,5%,0%
CC(C)=CC(=O)Nc1nnc(-c2cccnc2)s1,-3%,-10%,-10%,1.6,-1,-10%,-5%,9%,-12%
CC(=O)Nc1ccc(-c2ccnc(-c3ccc(NC(C)=O)cc3)n2)cc1,15%,0%,-3%,1.0,7,6%,0%,19%,0%
CCn1cc(-c2csc(N)n2)c(C)n1,13%,0%,-2%,-1.3,-2,-5%,4%,0%,3%
Cc1cc(N2C(=O)C(O)=C(C(=O)c3ccco3)C2c2ccc([N+](=O)[O-])cc2)no1 (configuration not stated),?,-8%,-7%,-1.3,2,-3%,-9%,?,-4%
O=C(O)C1CC=CCC1C(=O)N1CC=C(c2ccccc2)CC1 (configuration not stated),-10%,-6%,-6%,-0.5,1,-2%,-2%,25%,-25%
Cc1ccc(CN2C(=O)C(CC(C)C)Nc3ncnc(N4CCN(c5ccccn5)CC4)c32)cc1 (configuration not stated),-13%,4%,-18%,-0.8,-21,-1%,2%,40%,-9%
O=C(NCc1ccc(Cl)cc1)C(=O)NCC1OCCCN1S(=O)(=O)c1cccs1 (configuration not stated),-21%,13%,3%,-2.5,-26,2%,6%,·,5%
O=C(c1cccc(Br)c1)N1CCN(c2ccc(N3CCOCC3)nn2)CC1,-1%,-6%,-10%,-6.2,-6,-8%,7%,11%,3%
COc1cc(OC)cc(C(=O)NC(=S)NNC(=O)[C@H]2C[C@@H]2c2ccccc2)c1,-3%,?,?,4.7,-23,19%,2%,7%,4%
Nc1nc(Nc2ccccc2F)sc1C(=O)c1ccccc1,-13%,?,-3%,0.3,-91*,-17%,13%,9%,-9%
Cc1c(Cl)cccc1NC(=O)C1CCN(S(C)(=O)=O)CC1,10%,-11%,?,3.4,-9,9%,0%,11%,5%
O=C(NC(=S)NCc1ccccc1)C1CC1,2%,-10%,-14%,-0.4,2,-5%,2%,34%,-4%
O/C(=C\c1nc2ccccc2nc1/C=C(\O)c1ccccc1)c1ccccc1,-12%,0%,?,10,-6,5%,3%,7%,45µM*
CCOc1ccc(-n2c(SCC(=O)Nc3ccc(C(=O)O)cc3)nc3ccccc3c2=O)cc1,-13%,-2%,-3%,2.1,?,0%,5%,-30%,0%
CCCc1nc(-c2ccccc2)c(-c2ccc(OC)c(OC)c2)c(=O)[nH]1,2%,-3%,-3%,0.2,2,2%,6%,-3%,2%
O=C(CC(C(=O)O)c1cccc(Br)c1)c1ccc(Cl)cc1 (configuration not stated),5%,21%,-4%,-4.4,2,8%,-10%,-31%,-6%
N#CCC(=O)Nc1ccc(C(=O)NNC(=S)NC2CCCCC2)cc1,1%,-7%,-14%,2.0,-29,0%,5%,46%,-21%

# Nothing new here: entries from further up.
SMILES,EPAC1 antag,Abeta yeast res,PLK1 PBD inh,IL2 activator,PI5P4Ka inh,aSyn yeast inh,EPAC1 agonist,FUS yeast rescue,WRN inhibitor
Cc1c(Cl)cccc1NC(=O)C1CCN(S(C)(=O)=O)CC1,10%,-11%,?,3.4,-9,9%,0%,11%,5%
O=C(NC(=S)NCc1ccccc1)C1CC1,2%,-10%,-14%,-0.4,2,-5%,2%,34%,-4%
O/C(=C\c1nc2ccccc2nc1/C=C(\O)c1ccccc1)c1ccccc1,-12%,0%,?,10,-6,5%,3%,7%,45µM*
CCOc1ccc(-n2c(SCC(=O)Nc3ccc(C(=O)O)cc3)nc3ccccc3c2=O)cc1,-13%,-2%,-3%,2.1,?,0%,5%,-30%,0%
CCCc1nc(-c2ccccc2)c(-c2ccc(OC)c(OC)c2)c(=O)[nH]1,2%,-3%,-3%,0.2,2,2%,6%,-3%,2%
O=C(CC(C(=O)O)c1cccc(Br)c1)c1ccc(Cl)cc1 (configuration not stated),5%,21%,-4%,-4.4,2,8%,-10%,-31%,-6%
N#CCC(=O)Nc1ccc(C(=O)NNC(=S)NC2CCCCC2)cc1,1%,-7%,-14%,2.0,-29,0%,5%,46%,-21%

# Three compounds drawn at random from those above:
SMILES,EPAC1 antag,Abeta yeast res,PLK1 PBD inh,IL2 activator,PI5P4Ka inh,aSyn yeast inh,EPAC1 agonist,FUS yeast rescue,WRN inhibitor
O/C(=C\c1nc2ccccc2nc1/C=C(\O)c1ccccc1)c1ccccc1,-12%,0%,?,10,-6,5%,3%,7%,45µM*
N#CCC(=O)Nc1ccc(C(=O)NNC(=S)NC2CCCCC2)cc1,1%,-7%,-14%,2.0,-29,0%,5%,46%,-21%
Cc1ccc(CN2C(=O)C(CC(C)C)Nc3ncnc(N4CCN(c5ccccn5)CC4)c32)cc1 (configuration not stated),-13%,4%,-18%,-0.8,-21,-1%,2%,40%,-9%

# (list continues)
SMILES,EPAC1 antag,Abeta yeast res,PLK1 PBD inh,IL2 activator,PI5P4Ka inh,aSyn yeast inh,EPAC1 agonist,FUS yeast rescue,WRN inhibitor
O=C(NCCCN=C1NS(=O)(=O)c2ccccc21)c1ccccc1Cl,-14%,12%,-2%,0.2,0,-1%,6%,19%,4%
CCn1c(SC(C)C(=O)Nc2nnc(C)s2)nnc1-c1ccco1 (configuration not stated),22%,-9%,2%,1.3,5,-3%,-5%,4%,-2%
Cc1cccc(C)c1-n1c(C)cc(/C=N/NC(=O)c2ccncc2)c1C,-4%,17%,4%,-1.7,·,9%,-1%,33%,?
O=C(CNc1n[nH]c(=O)[nH]c1=O)N/N=C/c1ccccc1,-17%,4%,-1%,-0.7,-25,2%,7%,-21%,-15%
CCCCn1c(N)c(N(C)C(=O)C2CCCC2)c(=O)[nH]c1=O,-1%,5%,-3%,0.5,4,20%,-6%,-7%,-3%
CC(c1nc2ccccc2[nH]1)n1c(=O)c(-c2ccco2)nc2ccccc21 (configuration not stated),-23%,-14%,-20%,1.0,?,?,-12%,?,0%
COc1ccc(N2CCN(CC(O)COc3ccc(F)cc3)CC2)cc1 (configuration not stated),0%,8%,-4%,-0.9,7,-6%,6%,-17%,0%
CCn1c(SCC(=O)Nc2nccs2)nnc1-c1ccccc1,-7%,9%,-9%,14,·,-8%,1%,11%,-21%
CC1=C(C(=O)Nc2ccccc2C(=O)NCCCOC(C)C)SCCO1,-4%,-1%,-23%,-0.8,4,-12%,-6%,18%,-1%[57.1 µM]
O=C(Nc1ccc(-c2nc3cccnc3s2)cc1)C1CCCO1 (configuration not stated),0%,-43%[inhibitor],2%,-2.6,?,-10%,0%,-8%,9%
CCN(CC)CCN1C(=O)C(O)=C(C(C)=O)C1c1ccccc1[N+](=O)[O-] (configuration not stated),5%,11%,?,0.0,-6,2%,-2%,-13%,16%
CCOC(=O)c1ccc(NC(=O)CSc2nnc(COc3ccccc3OC)n2C)cc1,6%,-9%,-11%,0.3,·,-9%,-9%,?,-12%
CCn1c(SCC(=O)NC2CC2)nnc1-c1ccccc1OC,18%,11%,3%,-0.1,-3,-2%,-2%,1%,9%
CCCN(CCC)S(=O)(=O)c1cc(Br)cc2c1N(C(=O)CC)CC2,3%,-8%,-13%,-2.0,5,-29%,3%,68%,-15%
Oc1c(C(c2ccco2)N2CCN(C(c3ccccc3)c3ccccc3)CC2)sc2ncnn12 (configuration not stated),-27%,9%,-15%,-0.1,?,8%,-3%,35%,-9%
CCc1ccc(C(C(=O)NCc2ccccc2)N(C(=O)c2csnn2)C2CC2)cc1 (configuration not stated),5%,30%,-1%,0.4,-1,5%,-2%,24%,9%
COc1ccc(-c2c(C)n([O-])c3c([n+]2=O)CCCCC3)cc1,0%,22%,-2%,-0.7,2,4%,4%,·,-13%

# High-throughput results: PubChem, National Center for Advancing Translational Sciences (NCATS)
